GLP-1R agonist = qHTS of GLP-1 Receptor Agonists; 380,000 compounds, 0.007% hits; Potency, µM (titrated, usually from 45.6 µM), without a hit: at the highest dose activation, actives largely listed as activators; AID 624172, 2012; HEK293 GLP-1R CRE-luciferase, luminescence, 4-6 h; cells express a hypersensitive GLP-1R form; note: potency is the fitted concentration of half-maximal effect; % of control where 0% means no effect
TDP-43 yeast inh = qHTS of TDP-43 Inhibitors; TDP-43 expressing yeast growth rescue, BacTiter-Glo, 24 h; Potency, µM (doses to about 46.1 µM), without a hit: at the top dose growth rescue (activation), actives largely listed as activators; 410,000 compounds, 1.8% hits; note: potency is the fitted concentration of half-maximal effect; % of control where 0% means no effect; nearly all actives have a fitted effect of over 50% in size
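Readout is BacTiter-Glo luminescence of cell growth, so inhibitors register as activators. TDP-43-expressing yeast at OD600=0.02 in galactose medium, after raffinose pregrowth to mid-log, were incubated with compound for 24 hr at 30 deg C.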
DRD3 antagonist = qHTS of D3 Dopamine Receptor Antagonist: qHTS | D(3) dopamine receptor (Homo sapiens), P35462 | D3R cells, DiscoveRx beta-arrestin luminescence, antagonist mode; hits give low values | max response, negative = inhibition, % | 360,000 compounds, 2.5% hits; in the data active = max response below about -50%; inconclusive = no clear call, values can overlap the other calls; note: % is set by controls: 0 for no effect and ±100 for the full control effect; mostly tested at two doses, the higher about 12 µM
Target sequence (P35462 whole entry, looked up): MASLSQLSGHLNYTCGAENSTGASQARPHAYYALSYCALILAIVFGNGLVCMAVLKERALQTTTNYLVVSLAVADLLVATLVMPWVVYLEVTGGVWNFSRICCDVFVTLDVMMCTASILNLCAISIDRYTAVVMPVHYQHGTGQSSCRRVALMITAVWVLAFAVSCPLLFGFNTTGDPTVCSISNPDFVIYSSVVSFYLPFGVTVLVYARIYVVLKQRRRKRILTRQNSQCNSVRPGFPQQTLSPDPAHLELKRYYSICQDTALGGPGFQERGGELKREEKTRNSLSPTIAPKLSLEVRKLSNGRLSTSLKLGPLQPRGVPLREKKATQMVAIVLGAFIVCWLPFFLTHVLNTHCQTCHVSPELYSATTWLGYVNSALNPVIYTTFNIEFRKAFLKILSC
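Cells expressing the human receptor were seeded at 1500 cells/well, incubated overnight at 37 degrees C in 5% CO2, then exposed to library compounds with dopamine controls for 90 minutes at 37 degrees C before luminescent detection.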
GLP1R inv ag = qHTS of GLP-1 Receptor Inverse Agonists (Inhibition Mode); Glucagon-like peptide 1 receptor (Homo sapiens), P43220; HEK293 GLP-1R CRE-luciferase, luminescence, 24 h; GLP-1R form is constitutively active; Potency, µM (top dose mostly 38.3 µM), for inactives: at the top dose activity change, negative = inhibition, actives largely listed as inhibitors; 410,000 compounds, 1.6% hits; AID 624417, 2012; note: potency is the fitted concentration of half-maximal effect; % is set by controls: 0 for no effect and ±100 for the full control effect; nearly all actives have a fitted effect of over 55% in size
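Using stably transfected HEK293 (constitutively active GLP-1R, cAMP-luciferase reporter), compounds were incubated 24 hr and luciferase measured by luminescence.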
KB-V1 cytotox = qHTS assay for MDR1-selective chemotherapeutics: Primary screen using the drug-selected MDR subline cells KB-V1; KB-V1 MDR cells viability, CellTiter-Glo, 72 h; Potency, µM (highest dose often 46.1 µM), without a hit: top-dose activity change, negative = cytotoxicity, actives largely listed as cytotoxic; 400,000 compounds, 3.4% hits; AID 1347076, 2019; note: potency is the fitted concentration of half-maximal effect; % is set by controls: 0 for no effect and ±100 for the full control effect; nearly all actives have a fitted effect of over 60% in size
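Cytotoxicity toward P-gp-expressing KB-V1 cells was determined as loss of CellTiter-Glo luminescence after 72 h at 37 degrees C. Compounds were tested in quantitative HTS format across a concentration range, with curves fitted to normalized data.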
DRD3 agonist = qHTS of D3 Dopamine Receptor Agonist: qHTS; D(3) dopamine receptor (Homo sapiens), P35462; D3R DiscoveRx beta-arrestin cells, luminescence, 90 min; max activation, %; 410,000 compounds, 0.58% hits; AID 652048, 2013; in the data active = max activation above about 30%; note: 0% is about no effect; mostly tested at two doses, the higher about 12 µM
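Cells at 1500/well, incubated overnight, then treated with pinned compounds (dopamine as control) for 90 min at 37 degrees C. DiscoveRx reagent added for 30 - 60 minutes at room temperature; luminescence read.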
aSyn rescue = qHTS of alpha-syn Inhibitors | 370,000 compounds, 0.14% hits | Yeast expressing alpha-synuclein, growth rescue, BacTiter-Glo, 24 h | AID 652106, 2013 | Potency, µM (top dose mostly 46.1 µM), inactives show top-dose growth rescue (activation), actives largely listed as activators; note: potency is the fitted concentration of half-maximal effect; % of control where 0% means no effect; nearly all actives have a fitted effect of over 65% in size
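Screening used galactose-induced yeast with toxic alpha-synuclein levels, exposed to compound for 24 hr at 30 deg C. Cell growth, read with BacTiter-Glo luminescence, gave the measured signal.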
PTHR1 ag = qHTS for PTHR1 Agonists: Primary Screen; AID 743266, 2014; Potency, µM (doses to about 115 µM), inactives show top-dose activation, hits mostly activators; 410,000 compounds, 0.075% hits; HEK293 GP2 PTHR1 cells, GloSensor cAMP luminescence, 1 h; Parathyroid hormone/parathyroid hormone-related peptide receptor (Homo sapiens), Q03431; note: potency is the fitted concentration of half-maximal effect; nearly all actives have a fitted effect of over 55% in size; some results filed as inactive show a strong effect at the top dose; inactives centre near -15; many of its hits are not listed in these tables
Target sequence (Q03431 whole entry, looked up): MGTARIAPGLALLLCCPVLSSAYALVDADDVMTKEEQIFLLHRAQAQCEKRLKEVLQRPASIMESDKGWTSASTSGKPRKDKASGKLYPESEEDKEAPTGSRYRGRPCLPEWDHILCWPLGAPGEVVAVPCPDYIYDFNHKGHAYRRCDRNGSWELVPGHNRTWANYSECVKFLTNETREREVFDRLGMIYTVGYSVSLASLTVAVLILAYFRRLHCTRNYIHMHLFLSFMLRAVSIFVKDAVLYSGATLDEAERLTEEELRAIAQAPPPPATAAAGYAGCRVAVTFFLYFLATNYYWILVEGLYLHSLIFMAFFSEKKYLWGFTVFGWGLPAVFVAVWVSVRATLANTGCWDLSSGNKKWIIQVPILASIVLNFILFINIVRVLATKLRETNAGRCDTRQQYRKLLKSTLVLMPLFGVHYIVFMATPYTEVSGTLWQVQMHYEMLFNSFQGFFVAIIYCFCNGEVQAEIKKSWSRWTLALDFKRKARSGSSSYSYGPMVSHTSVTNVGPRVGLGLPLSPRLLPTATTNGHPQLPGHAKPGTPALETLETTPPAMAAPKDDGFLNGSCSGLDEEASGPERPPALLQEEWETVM
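HEK-293-derived GP2 cells expressing PTHR1 and a GloSensor cAMP reporter, 3,000/well, plated overnight, given luciferin plus IBMX (each 0.5 mM as added) for 1 h at 37 °C, then compound for 1 h at 37 °C. Luminescence was read after 15 min at room temperature.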
HEK293 tox = qHTS of GLP-1 Receptor Inverse Agonists: Cytotox Screen; AID 624418, 2012; Potency, µM (series often up to 38.3 µM), for inactives: at the highest dose activity change, negative = inhibition, hits mostly inhibitors; 410,000 compounds, 0.13% hits; HEK293 cAMP-luciferase reporter cells, luminescence, 24 h;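 note: loss of luciferase light is scored as toxicity; potency is the fitted concentration of half-maximal effect; % is set by controls: 0 for no effect and ±100 for the full control effect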
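Luminescence readout: signal drop marks cytotoxicity. Plated cells grew 12 h at 37 °C, 5% CO2, received 23 nL compound for 24 h, then got luciferase reagent, read after 12 min at RT.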
* = called active by the depositor; i = inactive; ? = inconclusive; nt = no result given; & = joins results of further samples; [ ] = dose if it differs, or a comment. Unless noted, calls come from the whole dose curve; as a rule, active = well fitted curve in the direction sought with a large enough effect; inconclusive = small, poorly fitted or top-dose-only effect, or another doubt; inactive = no such curve, though single readings can be large; an effect the other way counts as inactive or inconclusive. Only part of the results is shown; the hit share may differ from the screen's.

SMILES	GLP-1R agonist	TDP-43 yeast inh	DRD3 antagonist	GLP1R inv ag	KB-V1 cytotox	DRD3 agonist	aSyn rescue	PTHR1 ag	HEK293 tox
COc1ccc(CCNC(=O)c2cc3c(-c4ccc(OC)c(OC)c4)nn(C)c3s2)cc1OC	nt	13%	nt	?	?	7	nt	-12%	?
c1ccc(-c2cc3c(N4CCN(c5ncccn5)CC4)ncnc3s2)cc1	18%	20%	36	27%	?	13	-10%	-25%	-2%
COc1ccc(CN2CCC[C@]3(N[C@H](c4ccccc4)[C@@H]4C(=O)N(Cc5ccccc5)C(=O)[C@@H]43)C2=O)cc1	-3%	2%	-3	-18%	-30%	-8	8%	i	-1%
COc1ccc(C(=O)Nc2nncs2)c(OC)c1	8%	11%	?	24%	12%	-4	6%	-24%	0%
Cc1ccc(C)c(Cn2c(=O)n(CCCC(=O)NCc3ccco3)c(=O)c3ccccc32)c1	1%	5%	28	8%	-13%	12	0%	-28%	7%
Cc1cc(C)c(C(=O)NNC(=O)c2cccnc2)c(C)c1	1%	10%	2	6%	21%	2	2%	i	5%
Cc1cccc(NC(=O)c2oc(=O)c3ccccc3c2-c2ccccc2)c1C	9%	8%	-2	?	10µM*	-3	-3%	i	-5%
Cc1ccc(C)c(-c2[nH]c3c(c2-c2c(-n4cccc4)n(C)c(=O)n(C)c2=O)c(=O)n(C)c(=O)n3C)c1	nt	13%	nt	-6%	17%	5	nt	-27%	-18%
COc1ccc(-c2c(NC(=O)c3ccco3)oc3ccccc3c2=O)cc1OC	-1%	2%	-23	39%[activator]	-11%	-16	-18%	-34%	16%
Cc1cc(C)n(CC(=O)N2c3ccccc3Sc3ccc(C(F)(F)F)cc32)n1	24%	14%	0	?	-9%	-3	8%	i	-5%
Cc1ccccc1C(=O)NNC(=O)C(=O)Nc1cccc(Cl)c1C	-14%	-22%	-24	10%	-23%	-16	-4%	i	3%
Cc1cccc(OCC(=O)Nc2nnc(S(=O)(=O)N3CCCCCC3)s2)c1	-5%	0%&11%	-24	?	0%&2%	6&3	1%	-12%&-29%	-1%&-7%
Cc1cc(C)nc(NC(=O)COc2cc(Cl)cc(Cl)c2)n1	1%	-17%	?	10%	-14%	0	-4%	i	1%
Cn1c(COc2ccc([N+](=O)[O-])cc2)nnc1SCC(=O)NCC1CCCO1 (stereo not given)	4%	6%	-7	11%	9%	-29	-5%	-10%	-2%
COc1ccc(C(CC(=O)O)NC(=O)COc2ccccc2)cc1OC (stereo not given)	-6%	4%	-18	-4%	23%	-6	-3%	i	3%
Cc1cccc(NC2=CC(=O)OC(C)C2)c1 (stereo not given)	-8%	7%	0	0%	?	2	3%	i	2%
Cc1ccc(NC(=O)C2CCN(S(=O)(=O)c3cccc4nsnc34)CC2)cc1F	-1%	15%	nt	-7%	-13%	-10	nt	-28%	3%
COc1cc(C2CC(=O)Oc3c2c(=O)[nH]c2ccccc32)cc(OC)c1OC (stereo not given)	-1%	17%	nt	6%	2%	2	3%	-24%	1%
CCN1C[C@@H]2[C@@H]3C(=O)N(C)C(=O)[C@@H]3[C@](C)(C1=O)N2C(=O)c1ccc(Cl)cc1	-1%	-3%	-1	16%	17%	3	-6%	-36%[inhibitor]	17%
CC(C)CC(=O)NS(=O)(=O)c1ccc(NC(=O)c2ccco2)cc1	0%	-25%	-6	13%	-2%	-16	-4%	i	18%
O=c1[nH]c2c(c(=O)[nH]1)CCCCCC2	-3%	15%	-3	5%	-13%	0	-13%	-13%	-30%
CCCSc1nc(N2CCOCC2)c2c(c1C#N)CC(C)(C)SC2	-10%	15%	0	10µM*	?	-1	15%	-2%	-5%
O=C(Nc1ccc(N2CCOCC2)cc1)C1CCCN(S(=O)(=O)c2ccccc2)C1 (stereo not given)	7%	12%	22	-11%	-17%	0	5%	-11%[57.5 µM]	-5%
CCOc1ccc(OCC)c(NC(=O)CC2Oc3ccccc3NC2=O)c1 (stereo not given)	13%	23%	14	?	0%	2	0%	-28%	8%
CCN(CC)c1ccc(NC(=O)C(C)C)cc1	-9%	-30%	-5	0%	0%	-5	-3%	i	5%

3 structures out of the list, arranged by length of the SMILES, ascending:
SMILES	GLP-1R agonist	TDP-43 yeast inh	DRD3 antagonist	GLP1R inv ag	KB-V1 cytotox	DRD3 agonist	aSyn rescue	PTHR1 ag	HEK293 tox
Cc1ccccc1C(=O)NNC(=O)C(=O)Nc1cccc(Cl)c1C	-14%	-22%	-24	10%	-23%	-16	-4%	i	3%
Cn1c(COc2ccc([N+](=O)[O-])cc2)nnc1SCC(=O)NCC1CCCO1 (stereo not given)	4%	6%	-7	11%	9%	-29	-5%	-10%	-2%
Cc1ccc(C)c(-c2[nH]c3c(c2-c2c(-n4cccc4)n(C)c(=O)n(C)c2=O)c(=O)n(C)c(=O)n3C)c1	nt	13%	nt	-6%	17%	5	nt	-27%	-18%

Back to the main list with the 4 entries that preceded the break.
SMILES	GLP-1R agonist	TDP-43 yeast inh	DRD3 antagonist	GLP1R inv ag	KB-V1 cytotox	DRD3 agonist	aSyn rescue	PTHR1 ag	HEK293 tox
CCCSc1nc(N2CCOCC2)c2c(c1C#N)CC(C)(C)SC2	-10%	15%	0	10µM*	?	-1	15%	-2%	-5%
O=C(Nc1ccc(N2CCOCC2)cc1)C1CCCN(S(=O)(=O)c2ccccc2)C1 (stereo not given)	7%	12%	22	-11%	-17%	0	5%	-11%[57.5 µM]	-5%
CCOc1ccc(OCC)c(NC(=O)CC2Oc3ccccc3NC2=O)c1 (stereo not given)	13%	23%	14	?	0%	2	0%	-28%	8%
CCN(CC)c1ccc(NC(=O)C(C)C)cc1	-9%	-30%	-5	0%	0%	-5	-3%	i	5%
CC1=Nc2cc(C(=O)NCc3ccccc3Cl)ccc2Sc2c(C)ccc(C)c21	8%	9%	nt	?	1.5µM*	-5	-2%	i	-24%
O=C(N/N=C/C(Cl)=C\c1ccccc1)c1cnccn1	11%	28%	-14	154%[activator]	0%	2	-1%	-4%	-21%
CC(C)C(=O)NC(c1ccc(Cl)cc1Cl)c1ccc2cccnc2c1O (stereo not given)	3%	25µM*	5	?	-6%	3	?	-5%	0%
Cc1cc(C)c2nc(N3CCC(C(=O)NCc4cccnc4)CC3)sc2c1	10%	8%	22	-17%	2%	2	2%	-13%	0%
O=C(O)CCN(CCC(=O)O)c1nnc(SCc2ccccc2)s1	-9%	-10%	-26	3%	17%	-1	-3%	-10%	9%
Nc1nnc(Cc2ccccc2F)s1	6%	-7%	15	27%	5%	-8	0%	i	-13%
COc1cccc(SCC2(O)CCN(C(=O)c3ccc(Cl)cc3)CC2)c1	6%	22µM*	-4	?	?	11	0%	-23%	6%
O=C(CCC1CCCN(C(=O)c2cccc(F)c2)C1)N1CCN(c2ccccn2)CC1 (stereo not given)	6%	11%	1	?	?	-1	3%	-38%	-19%
Cc1cc(NC(=O)CS(=O)(=O)c2cn(Cc3cccc(Br)c3)c3ccccc23)no1	-2%	-22%	-8	?	0%	-16	-8%	i	-7%
CCOc1ccc(C(C)=O)cc1CSc1nc2nc(C)cc(C)n2n1	21%	17%[9.22 µM]	9	22%[7.66 µM]	0%	3	4%	i	-5%[7.66 µM]
CCN(C(=O)CSc1nnc(-c2ccc(Cl)cc2)n1C)C1CCS(=O)(=O)C1 (stereo not given)	3%	-8%	0	1%	7%	7	-6%	-3%	-1%
O=C(NCc1ccc2c(c1)OCO2)OCc1ccccc1	nt	?	-5	-6%	-8%	5	3%	-28%	-4%
CCOC(=O)c1c(O)c2c([nH]c1=O)CCCC2	-9%	-32%[inhibitor]	?	28%	13%	18	-3%	i	-13%
C=CCNS(=O)(=O)c1ccc2nsnc2c1	0%	5%	-7	-2%	1%	7	-12%	i	3%
CCN(Cc1ccncc1)C(=O)c1ccccc1NS(=O)(=O)c1ccc(Br)cc1	-3%	-2%	6	?	?	1	-9%	-15%	-16%
CC(=O)CSc1nc2ccccc2o1	6%	7%	-15	1%	-3%	-5	-2%	-6%	2%
CC(C)C(=O)NNC(=O)c1ccccn1	3%	3%	3	25%	?	-8	-13%	i	21%
CSc1nc(Sc2ccc(Cl)cc2)c2ccccc2n1	-1%	6%	44	5%	-4%	0	-1%	i	-4%
Cc1cc(/C=N/N2CCN(C)CC2)c(C)n1-c1ccccc1F	-3%	21%	-71*	0%	24%	-9	-5%	-6%	3%
O=C(NC1CCCCCC1)C1CC(=O)N(Cc2ccccc2)C1 (stereo not given)	4%	-10%	-9	1%	-18%	-7	-1%	-22%	-14%
CCOCCCNC(=S)N1C2CCC1CC(NC(=O)NC1CCCCC1)C2 (stereo not given)	-6%	6%	15	1%	-5%	1	-6%	i	6%
COc1ccc(OC)c(C2N(c3ccc(Cl)cc3)C(=O)C3CCCN32)c1 (stereo not given)	7%	-8%	-24	-13%	-3%	-4	10%	i	-20%
COc1ccc(/C=N/n2cncn2)cc1Cn1nc(C)c([N+](=O)[O-])c1C	-15%	-10%	2	18%	14%	1	1%	-7%	-2%

For reference, some entries already given:
SMILES	GLP-1R agonist	TDP-43 yeast inh	DRD3 antagonist	GLP1R inv ag	KB-V1 cytotox	DRD3 agonist	aSyn rescue	PTHR1 ag	HEK293 tox
COc1ccc(OC)c(C2N(c3ccc(Cl)cc3)C(=O)C3CCCN32)c1 (stereo not given)	7%	-8%	-24	-13%	-3%	-4	10%	i	-20%
COc1ccc(/C=N/n2cncn2)cc1Cn1nc(C)c([N+](=O)[O-])c1C	-15%	-10%	2	18%	14%	1	1%	-7%	-2%
